BRCT inh green – BRCA1 BRCT-phosphoprotein interaction inhibition. P38398. BRCA1 BRCT-phosphopeptide binding, green fluorescence polarization. Potency, µM (doses to about 76.9 µM), without a hit: top-dose activity change, negative = inhibition, most hits filed as inhibitors. actives 0.05% (n = 75,000). AID 875;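 note: potency is the fitted concentration of half-maximal effect; plate controls were peptide without protein for full effect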
Target sequence (P38398 whole entry, looked up): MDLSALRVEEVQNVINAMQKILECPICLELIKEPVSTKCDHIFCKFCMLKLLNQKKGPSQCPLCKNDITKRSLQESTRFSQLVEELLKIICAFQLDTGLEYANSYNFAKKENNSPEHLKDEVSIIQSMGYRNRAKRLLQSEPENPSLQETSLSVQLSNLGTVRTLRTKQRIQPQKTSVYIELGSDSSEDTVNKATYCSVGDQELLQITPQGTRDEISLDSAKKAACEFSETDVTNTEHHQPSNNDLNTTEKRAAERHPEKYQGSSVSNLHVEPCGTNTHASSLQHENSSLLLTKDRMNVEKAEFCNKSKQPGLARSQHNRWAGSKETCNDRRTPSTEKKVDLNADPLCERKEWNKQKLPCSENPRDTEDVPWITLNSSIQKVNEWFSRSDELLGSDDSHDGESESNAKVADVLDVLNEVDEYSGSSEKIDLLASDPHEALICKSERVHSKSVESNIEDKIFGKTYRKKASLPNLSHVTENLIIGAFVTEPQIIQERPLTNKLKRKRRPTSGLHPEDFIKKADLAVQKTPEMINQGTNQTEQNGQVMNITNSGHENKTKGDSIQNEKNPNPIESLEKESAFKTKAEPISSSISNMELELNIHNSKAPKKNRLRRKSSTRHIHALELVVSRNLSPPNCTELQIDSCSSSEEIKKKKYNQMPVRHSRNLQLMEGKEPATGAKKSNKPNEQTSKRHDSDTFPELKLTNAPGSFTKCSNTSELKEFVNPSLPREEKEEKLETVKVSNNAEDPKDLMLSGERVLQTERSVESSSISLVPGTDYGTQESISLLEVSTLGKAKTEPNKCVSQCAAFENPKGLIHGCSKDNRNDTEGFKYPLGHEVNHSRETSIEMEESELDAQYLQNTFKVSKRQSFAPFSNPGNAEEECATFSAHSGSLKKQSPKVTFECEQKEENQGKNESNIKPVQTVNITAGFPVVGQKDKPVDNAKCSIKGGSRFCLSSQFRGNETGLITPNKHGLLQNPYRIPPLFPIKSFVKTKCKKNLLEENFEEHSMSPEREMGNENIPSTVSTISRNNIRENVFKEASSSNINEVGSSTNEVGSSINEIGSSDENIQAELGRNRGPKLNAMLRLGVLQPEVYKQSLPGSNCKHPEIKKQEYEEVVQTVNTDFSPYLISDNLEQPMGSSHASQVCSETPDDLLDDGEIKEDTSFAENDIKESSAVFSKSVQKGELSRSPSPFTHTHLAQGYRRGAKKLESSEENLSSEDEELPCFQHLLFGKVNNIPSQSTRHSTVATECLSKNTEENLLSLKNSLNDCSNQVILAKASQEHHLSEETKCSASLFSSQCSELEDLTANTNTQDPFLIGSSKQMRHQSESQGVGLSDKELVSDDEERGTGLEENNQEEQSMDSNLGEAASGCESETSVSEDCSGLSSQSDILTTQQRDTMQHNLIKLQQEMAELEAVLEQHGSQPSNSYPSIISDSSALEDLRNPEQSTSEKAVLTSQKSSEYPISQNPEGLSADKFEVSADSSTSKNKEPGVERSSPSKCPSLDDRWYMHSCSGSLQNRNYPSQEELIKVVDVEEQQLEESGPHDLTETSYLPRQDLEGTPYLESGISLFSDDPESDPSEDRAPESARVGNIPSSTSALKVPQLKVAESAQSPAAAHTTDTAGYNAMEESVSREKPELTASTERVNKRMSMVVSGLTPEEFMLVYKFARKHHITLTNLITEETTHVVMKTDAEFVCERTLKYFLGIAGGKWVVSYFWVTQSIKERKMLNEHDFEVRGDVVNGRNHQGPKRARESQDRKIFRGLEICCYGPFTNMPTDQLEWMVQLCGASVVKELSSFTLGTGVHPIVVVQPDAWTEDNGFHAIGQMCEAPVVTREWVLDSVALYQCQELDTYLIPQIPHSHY
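Compounds were incubated for 12 min at room temperature with a complex of 100 nM fluorescein-tagged pBACH1 decapeptide and 250 nM His-tagged BRCT protein. Buffer was phosphate pH 7.3 with EDTA, DTT and Tween 20. Disruption of binding lowers the polarization signal.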
Ub-GFP proteasome – proteasome inhibitors stabilizing ubiquitin-GFP reporter. Ubiquitin-GFP reporter cells, proteasome inhibition, GFP fluorescence; response scale: untreated = 0%, 10 µM MG-132 = 100%. Potency, µM (highest dose often 45.9 µM), without a hit: at the highest dose activation (GFP accumulation), actives largely listed as activators. 67,000 tested, under 10 active; active = well fitted activation curve with a large enough effect, not every such curve was filed as active; inconclusive = small, poorly fitted or top-dose-only effect, or another doubt; inactive = no such curve, though single readings can be large or run the other way; note: potency is the fitted concentration of half-maximal effect
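U2OS cells stably expressing ubiquitin(G76V)-GFP, seeded overnight in 0.5% FBS medium, were exposed to compounds (qHTS, 46 uM to 2.9 nM) for 4 hr at 37 °C. GFP-positive cells were counted by laser cytometry (488 ex/515 em), normalized between basal and 10 uM MG-132.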
HBB splicing – hemoglobin beta splicing modulation; actives 0.06% (n = 65,000); HBB splicing reporter cell assay, activation; EGFP reporter with mutant IVS2-654 intron; response scale: normalised to 500 nM splice-correcting PNA; Potency, µM (doses to about 46.1 µM), without a hit: at the top dose activation, actives largely listed as activators; AID 925; note: potency is the fitted concentration of half-maximal effect; 0% is about no effect
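Compounds were applied for 2 days to HeLa EGFP-654 cells, 500/well in Optimem with 2% FCS. The reporter's EGFP is disrupted by mis-splicing of beta-globin intron IVS2-654. Readout: summed well GFP fluorescence from 488 nm laser scanning; reference was 500 nM antisense […] 654 PNA.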
BRCT inh red – BRCT-phosphoprotein interaction inhibition (red fluorophore); P38398; BRCT-phosphopeptide binding, red fluorescence polarization; Potency, µM (titrated, usually from 76.9 µM), for inactives: at the highest dose activity change, negative = inhibition, actives largely listed as inhibitors; actives 0.03% (n = 75,000); AID 892; note: % is set by controls: 0 for no effect and ±100 for the full control effect
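Rhodamine-labelled pBACH1 10-mer (100 nM) bound to BRCT domain (100 nM) at pH 7.3; compounds incubated 12 min room temperature, polarization read. Free peptide defines full inhibition; unlabelled decapeptide titrated as control.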
Hsp90 Hop PPI – changes Hsp90-Hop TPR2A binding signal, up or down; actives 0.44% (n = 71,000); AlphaScreen TPR2A-His6 binding biotin-Hsp90 C-terminal peptide; AID 595; Potency, µM (titrated, usually from 57 µM), without a hit: at the top dose activity change, negative = inhibition; active = well fitted curve in either direction with a large enough effect; inconclusive = small, poorly fitted or top-dose-only effect, or another doubt; note: potency is the fitted concentration of half-maximal effect; % is set by controls: 0 for no effect and ±100 for the full control effect; many of its hits are not listed in these tables
A350 fluor – A350 region autofluorescence; Compound autofluorescence, 340/450 nm, Alexa 350 dye-equivalents; hits give high values; max dye-equivalent concentration, M; actives 11% (n = 59,000); AID 590; in the data active = max dye-equivalent concentration above about 10 nM; inconclusive = mostly about 1.1 nM to 9.6 nM
4MU fluor – compound fluoresces in the 4-MU spectral region; compound autofluorescence, 340/450 nm, 4-MU equivalents; hits give high values; max dye-equivalent concentration, M; actives 11% (n = 59,000); AID 589; in the data active = max dye-equivalent concentration above about 10 nM; inconclusive = mostly about 1.1 nM to 9.6 nM
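Compounds in 100 mM Tris, pH 8.0, incubated 15 min at room temperature, then fluorescence read at 340 nm excitation/450 nm emission. Signal converted to 4-MU dye-equivalent concentration using an on-plate six-point 4-MU standard curve.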
GFP derepression – derepresses silenced GFP locus in mouse C127i cells; mouse C127i GFP locus derepression, cytometry, 30 h; Potency, µM (highest dose often 46.1 µM), for inactives: top-dose GFP derepression (activation); actives 0.09% (n = 68,000); AID 597; note: % of control where 0% means no effect
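Read-out is the number of GFP-positive cells, scored as fluorescent objects 20 to 120 um wide, reflecting derepression of a silenced CMV-GFP reporter in murine C127i cells after 30 h compound exposure at 37 C.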
CRE-bla Fsk – CRE-bla signaling modulation under forskolin stimulation; CHO CRE-bla reporter (cAMP response element driving beta-lactamase), forskolin EC10, beta-lactamase ratio; Potency, µM (doses to about 38.2 µM), for the others: at the highest dose activity change, negative = inhibition, actives largely listed as activators; actives 2.5% (n = 71,000); active = well fitted activation curve with a large enough effect in the signal ratio, with a control signal flat, not every such curve was filed as active; inconclusive = small, poorly fitted or top-dose-only effect, or effect the other way, or a change in a side signal; the % refers to the signal ratio; note: potency is the fitted concentration of half-maximal effect; % of control where 0% means no effect
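Beta-lactamase reporter under a cAMP responsive element in CHO cells; compounds tested in titration series against EC10 NKH 477, 3 h at 37 °C. Read-out: CCF4 FRET ratio 460nm/530nm (excitation 405nm) giving %Activity, fitted to AC50.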
Pol III holo inh – blocks replication by bacterial DNA polymerase III holoenzyme; reconstituted DNA polymerase III holoenzyme replication, biochemical; Potency, µM (highest dose often 57.1 µM), without a hit: top-dose activity change, negative = inhibition; actives 0.25% (n = 71,000); note: potency is the fitted concentration of half-maximal effect; % is set by controls: 0 for no effect and ±100 for the full control effect
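Reconstituted *E. coli* holoenzyme (0.35 nM Pol III, 1 nM beta, 154 nM SSB, 2 nM primase) was preincubated with compound for 15 min at RT. Synthesis on 1.4 nM ssM13Gori ran 35 min, then was stopped with PicoGreen/EDTA and read as dsDNA fluorescence.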
ALOX15 inhib – 15-hLO (ALOX15) enzyme inhibition. actives 1.4% (n = 74,000). purified 15hLO-1, xylenol orange hydroperoxide absorbance. Potency, µM (top dose mostly 57.1 µM), inactives show at the highest dose activity change, negative = inhibition, usual class: inhibitors. AID 887; note: potency is the fitted concentration of half-maximal effect; % is set by controls: 0 for no effect and ±100 for the full control effect; nearly all actives have a fitted effect of over 55% in size
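Readout: Fe(III)-xylenol orange absorbance, 573-to-405 nm ratio as reaction progress. Enzyme 40 nM purified human 15hLO-1, substrate 50 uM arachidonic acid, 6 min RT after 15 min compound preincubation; Hepes pH 7.5 buffer with Triton X-100.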
Active calls of the source: *; i = inactive; ? = inconclusive; . = not tested or not shown; [ ] = dose if it differs, or a comment. Unless noted, calls come from the whole dose curve; as a rule, active = well fitted curve in the direction sought with a large enough effect; inconclusive = small, poorly fitted or top-dose-only effect, or another doubt; inactive = no such curve, though single readings can be large; an effect the other way counts as inactive or inconclusive.

SMILES	BRCT inh green	Ub-GFP proteasome	HBB splicing	BRCT inh red	Hsp90 Hop PPI	A350 fluor	4MU fluor	GFP derepression	CRE-bla Fsk	Pol III holo inh	ALOX15 inhib
CCOC(=O)CC(=O)CSc1nc(C)cc(-c2cccnc2)c1C#N	-1.3%	-3%	0.1%	-0.3%	-6%	?	i	2%	?	-3%	2%
C/C(N)=C(/C#N)C(=O)CSc1nnc(Cc2ccccc2F)n1N	-0.7%	1%	-0.3%	-3.5%	-5%	i	i	1%	-2%	-16%	-2%
CCC(C)N(C(=O)COC(=O)Cc1n[nH]c(=O)c2ccccc12)C1CCS(=O)(=O)C1 (configuration not stated)	-4.1%	1%	-3.9%	-2.5%	-2%	i	i	0%	-3%	-2%	-3%
COc1ccc(S(=O)(=O)NCCc2ccc(F)cc2)cc1	0.6%	8%	2.7%	-1.4%	0%	i	i	0%	-9%	1%	3%
Cc1ccc(N(C(=O)Cn2nnc3ccccc32)C(C(=O)NCc2ccco2)c2ccc(C)o2)cc1 (configuration not stated)	0.1%	3%	.	-2.3%	-21%	i	i	-2%	-15%	-4%	-9%
CCOc1ncccc1C(=O)OCc1cc(=O)oc2c(C)c(C)ccc12	-1.7%	-4%	-0.1%[57.5 µM]	-0.7%	1%	i	i	?	15%	-11%	16%
CCOC(=O)Cn1c(=O)c2c(nc(Br)n2CC(=O)OCC)n(C)c1=O	-2.9%	.	3.7%[0.369 µM]	0.5%	1%	?	i	0%	17%	-2%	3%
COc1cc(-c2nc(-c3ccccn3)no2)cc(OC)c1OC	1.9%	0%[9.17 µM]	-4.8%[0.0738 µM]	-4.4%	-12%[11 µM]	.	.	-2%	1.3µM*	-6%[11.4 µM]	3%[11.4 µM]
Cc1cc(NS(=O)(=O)c2ccc(Br)s2)no1	1.5%	4%	0.8%	-0.1%	2%	i	i	3%	-9%	-1%	-7%
Cn1c(N)c(C(=O)NCc2ccccc2)sc1=S	2.7%	-4%	0.1%	-0.2%	-8%	i	i	2%	-7%	1%	13µM*
COc1ncnc2c1N=C1CC(C)(C)CC(N)=C1S2	-3.9%	-2%	-0.2%[57.5 µM]	-8.9%	-8%	i	i	2%	?	4%	-27%
COc1cccc(CNc2nc3ccccc3n2CCN2CCCCC2)c1OC	1.6%	-7%	-1.5%	0.9%	-3%	?	?	3%	10µM*	-1%	3%
C=C(C)Cn1c(N2CCC(Cc3ccccc3)CC2)nc2c1c(=O)[nH]c(=O)n2C	-3.5%	1%	.	0.6%	1%	i	i	-3%	7%	-4%	?
Cc1ccn2cc(C(=O)Nc3ccccc3N3CCOCC3)nc2c1	-0.9%	3%	-3.8%	1.3%	-8%	i	i	-1%	8%	-1%	-6%
CSc1nnc(-c2nnc(SC)n2-c2ccccc2)n1-c1ccccc1	0.2%	2%	1.7%	-2.0%	-4%	i	i	4%	1%	1%	-10%
Cc1cc(Cl)ccc1Nc1sc(C(=O)c2cc3cc(Cl)ccc3o2)c(N)c1C#N	1.4%[15.4 µM]	-1%[9.17 µM]	3.2%[9.22 µM]	1.1%[15.4 µM]	-7%[11 µM]	i	i	5%[9.22 µM]	?	-1%[11.4 µM]	-4%[11.4 µM]
COc1ccc(CNc2nc3nc(C)cc(C)n3n2)cc1OC	1.5%	2%	-2.4%[57.5 µM]	1.5%	-1%	?	i	-2%	?	-3%	0%
O=C(CN(Cc1cccs1)C(=O)CN1C(=O)COc2ccccc21)NCc1ccco1	-1.9%	2%	.	-0.9%	-3%	i	i	2%	-4%	-19%	-2%
COc1cccc(-c2cc(NCc3cnc(C)cn3)ncn2)c1	-4.3%	-3%	-1.2%	-1.0%	-1%	i	i	-13%[9.22 µM]	?	2%	?
COCCN(Cc1cc2cc3c(cc2n2nnnc12)OCO3)C(=O)c1ccccc1F	-0.9%	-3%	.	1.1%	1%	i	i	-3%	5%	-6%	-1%
Cn1cccc1C(=O)N1CCC[C@@]2(CCN(C(=O)Nc3cccc(C#N)c3)C2)C1	-1.7%	-4%	-0.5%	-2.4%	-6%	i	i	5%[9.22 µM]	-3%	-6%	2%
CN1Cc2cc(C(=O)c3cc(Cl)cc(CSc4ncccn4)c3O)cnc2NC1=O	3.6%	2%	-0.2%[57.5 µM]	1.2%	-6%	i	i	-1%	4µM*	-6%	-18%
NC(=O)N/N=C\c1ccc([N+](=O)[O-])o1	1.1%[34.4 µM]	-8%[20.5 µM]	0.5%[20.6 µM]	0.8%[34.4 µM]	-3%[26 µM]	i	i	0%[20.6 µM]	-1%[17.1 µM]	-5%[25.6 µM]	-6%[25.6 µM]
c1ccc(-n2nnnc2Sc2n[nH]c(-c3ccncc3)n2)cc1	0.5%	-3%	0.6%	1.1%	-4%	i	i	-2%	?	2%	4%
CCOC(=O)c1sc(NC(=O)CSc2nnc(-c3ccc(OC)cc3)n2CCOC)nc1C	2.5%	-1%	-1.1%	-0.7%	-2%	i	i	-1%	?	-2%	-16%
COc1cccc(OC)c1C(=O)N1CCN(Cc2ccccc2C)CC1	-0.4%	3%[9.17 µM]	-1.2%[0.0738 µM]	0.0%	-4%[11 µM]	.	.	-2%	?	-2%[11.4 µM]	-7%[11.4 µM]
CN(CCNC(=O)C1CC(=O)N(c2ccc(F)c(Cl)c2)C1)Cc1ccccc1 (configuration not stated)	0.2%	-3%	0.5%	-1.7%	1%	i	i	9%	-29%	-3%	-5%
CCOC(=O)C1CCN(C(=O)Nc2ccc(NC(=O)C3CCN(C(=O)OCC)CC3)cc2)CC1	1.8%	-20%	-1.0%	0.6%	-1%	i	i	0%	?	-3%	10%
COc1ccc(OC)c(-c2csc3nnc(SCC(=O)Nc4ccc(NC(C)=O)cc4)n23)c1	-1.6%	2%	-0.3%[57.5 µM]	-2.6%	-9%	i	i	1%	-10%	-6%	-22%
Cc1cccc(NC(=O)c2cnc3scc(C)n3c2=O)c1	-0.7%	-2%	-0.5%	-0.7%	5%	.	.	.	-4%	-2%	-8%
Cn1c(=O)[nH]c(=O)c2c1nc(N1CCOCC1)n2CC(O)COc1ccccc1 (configuration not stated)	-0.1%	0%	.	-1.7%	2%	i	i	-3%	3%	-8%	2%
O=[N+]([O-])c1cccc(C(F)(F)F)c1	-3.6%	.	-0.4%	0.0%	2%	.	.	.	3%	2%	4%
Nc1cccc(-c2nc3ccccc3[nH]2)c1	-0.7%	17%	0.0%	1.9%	0%	.	.	-2%	1%	-2%	14%
CC1(C)CCCC2=C1CC1C(=O)N(Cc3cccnc3)C(=O)C1C2 (configuration not stated)	-1.6%	5%[9.17 µM]	2.6%[0.0738 µM]	-0.4%	-5%[11 µM]	.	.	-2%	?	-8%[11.4 µM]	-30%[11.4 µM]
O=C(Nc1ccc2ccccc2c1)N1CCN(c2ncccc2C(F)(F)F)CC1	-3.0%	2%	-1.0%	-0.2%	-2%	i	i	1%	-21%	-4%	-4%
CCn1c(=O)cc(OCC(=O)Nc2ccccc2N2CCN(C)CC2)c2ccccc21	0.9%	21%	-0.1%	-1.4%	-1%	.	.	-2%	10µM*	-9%	1%
COCCN1CN(S(=O)(=O)c2ccccc2)c2nc3ccccc3nc21	-1.8%	-5%	-0.6%[57.5 µM]	-2.7%	-2%	5.7e-08M*	4.5e-08M*	0%	?	-2%	2%
COC(=O)c1ccc(C(=O)OC)c(NC(=O)c2oc(C)nc2C)c1	-1.0%	-10%	2.2%[1.84 µM]	0.7%	3%	?	2.2e-08M*	-2%	?	-1%	-9%
COC(=O)c1cc2occc2n1CC(=O)Nc1ccc(OC)c(OC)c1OC	-1.6%	11%	-1.0%	-0.3%	0%	i	i	-4%	5%	5%	-1%
CC(C)(C)NC(=O)C(c1ccc(F)cc1)N(Cc1ccco1)C(=O)c1csnn1 (configuration not stated)	-6.4%	-5%	-3.1%	0.8%	-12%	i	i	0%	?	-4%	-1%

Marked active in ALOX15 inhib, among the entries above:
Structure	BRCT inh green	BRCT inh red	Hsp90 Hop PPI	A350 fluor	4MU fluor	GFP derepression	CRE-bla Fsk	Pol III holo inh	ALOX15 inhib
Cn1c(N)c(C(=O)NCc2ccccc2)sc1=S	2.7%	-0.2%	-8%	i	i	2%	-7%	1%	13µM*

Assay outcomes as filed in PubChem BioAssay.
